Screening results deposited in PubChem by NCI.
All columns: NCI-60 one-dose screen, growth in % after 48 h at 10 µM unless noted; 100 = growth as untreated, 0 = no growth, -100 = all killed.
HCT-15: HCT-15 colon cancer | hit rate 5.2% among 82,000 | AID 1794746
SNB-75: SNB-75 CNS cancer. hit rate 5% among 79,000
HCC-2998: HCC-2998 colon cancer; hit rate 4.7% among 79,000; AID 1794799
KM12: KM12 colon cancer cells. hit rate 5% among 82,000
SF-268: SF-268 CNS cancer cells | hit rate 3.1% among 82,000
SNB-19: SNB-19 CNS cancer cells; hit rate 2.5% among 81,000; AID 1794751
SW-620: SW-620 colon cancer; hit rate 5.2% among 82,000; AID 1794795
HCT-116: HCT-116 colon cancer | AID 1794798 | hit rate 7.3% among 82,000
HT29: HT29 colon cancer; hit rate 7.4% among 81,000; AID 1794748
Numbers without * were called inactive; . = no result given; & = joins results of further samples. Rule for the calls: active = growth percent below 10; inactive = the rest.

SMILES	HCT-15	SNB-75	HCC-2998	KM12	SF-268	SNB-19	SW-620	HCT-116	HT29
NC(=O)c1ccccc1Nc1ccc2nnc(-c3ccncc3)n2n1	28	80	111	87	59	96	50	29	70
C#CCNC(=O)c1cc(C(=O)c2ccccc2)n2ccc(C)cc12	98	91	106	93	105	95	101	100	97
CC(C)(C)OC(=O)N1C/C(=C\c2ccco2)C(=O)/C(=C/c2ccco2)C1	99	76	99	104	99	106	96	83	98
CC(=O)SCC(=O)Nc1ccc(Cl)cc1	89	91	91	86	104	96	88	93	102
CCOP(=O)(OCC)/C(=C\n1c(=S)[nH]c2cc(C)ccc21)C(=O)OC	107	83	88	102	104	101	100	91	105
CCOC(=O)c1[nH]n(-c2ccccc2)c(=O)c1/C=N/C(=S)NNC(C)=O	100	94	98	100	98	100	98	105	109
N=C(N)c1ccc(C(=N)N)cc1	98	116	95	99	96	102	88	88	102
CCOC(=O)Cc1ccc(N)cc1	109&112	102&98	98&115	106&118	116&111	119&103	106&106	107&106	109&99
CC(=O)Nc1ccc(-c2cc3c(NCc4ccc(Cl)cc4)ncnc3s2)cc1	81	88	98	84	83	85	103	78	100
O=C(CCCN1CCN(c2ccccc2)CC1)c1ccc(F)cc1	99	102	.	102	103	112	103	117	101
COc1ccc(/C=c2\c(=O)n(-c3ccccc3)c3nn4c(=O)c(=O)[nH]nc4n23)cc1	106	109	108	109	104	111	106	102	110
Cc1ccccc1NC(=O)c1sc2nc3c(cc2c1N)CN(CCc1ccccc1)CC3	102	.	86	86	82	75	81	95	88
COc1ccc2c(c1)C(c1c[nH]c3ccccc13)(c1c[nH]c3ccccc13)CCO2	42	28	72	46	52	66	62	19	24
Cc1cc(Oc2ccccc2)ccc1Nc1ncnc2ccc(-c3cnc(Cl)c(NS(C)(=O)=O)c3)cc12	22	0.1*	26	35	35	32	39	23	16
COC(=O)C1(CC(=O)C(c2ccccc2)c2ccccc2)NC(=S)NC(=O)C1C#N (stereo not drawn)	105	91	110	105	109	98	101	102	104
O=C(c1ccccc1)c1ccc2ccccc2c1	93	96	.	109	110	94	109	103	94
NC(CCSCc1ccccc1)C(=O)O (stereo not drawn)	115	98	103	108	97	98	101	97	104
COc1ccc(C(c2c[nH]c3ccccc23)c2c[nH]c3ccccc23)cc1OC	96	75	105	93	93	100	92	76	92
COC(=O)c1ccc2c(c1)NC(=O)[C@H]1CCCN21	66	73	95	85	90	92	89	82	100
Nc1n[nH]c(=S)s1	107	92	106	99	97	98	109	105	100
Cc1nn(-c2ccc(C(F)(F)F)cc2)c(C)c1N=Nc1ccccc1	72	92	109	84	84	86	96	74	75
O=C(Cc1ccccc1Nc1c(Cl)cccc1Cl)NN1C(=O)/C(=C/c2ccc(Cl)cc2)SC1=S	105	94	103	100	97	99	96	98	118
CCN1CCCC(=O)C1	100	90	71	123	112	97	108	98	.
NNC(=O)CNc1ccc2ccccc2c1	110	104	140	97	120	109	100	107	106
CSc1n(Cc2ccc3ccccc3c2)c(C)c[n+]1Cc1ccc2ccccc2c1	24	-32*	-91*	-83*	-12*	3.4*	0.8*	-0.9*	-11*

Single records, from the list above. Screens in order: HCT-15 | SNB-75 | HCC-2998 | KM12 | SF-268 | SNB-19 | SW-620 | HCT-116 | HT29
`C#CCNC(=O)c1cc(C(=O)c2ccccc2)n2ccc(C)cc12` is entered as 98 | 91 | 106 | 93 | 105 | 95 | 101 | 100 | 97
`COc1ccc(/C=c2\c(=O)n(-c3ccccc3)c3nn4c(=O)c(=O)[nH]nc4n23)cc1` is entered as 106 | 109 | 108 | 109 | 104 | 111 | 106 | 102 | 110

Further records.
SMILES	HCT-15	SNB-75	HCC-2998	KM12	SF-268	SNB-19	SW-620	HCT-116	HT29
Cc1cc(C)cc(NC(=O)CSc2nnc(-c3ccc(NC(=O)c4cccnc4)cc3)n2N)c1	108	96	115	100	94	99	103	104	112
COc1cc2ncnc3c2cc1OCCCCCN(C)Cc1ccc(Br)cc1N3	19	74	68	59	65	88	48	33	29
Cc1ccc(-c2cc(-c3ccc(C)cc3)nc(N3CCN(CCNc4ccnc5cc(Cl)ccc45)CC3)n2)cc1	42	-21*	17	32	28	39	-29*	-3.1*	12
Nc1[nH]nc2[nH]c(=S)nc(-c3cccs3)c12	105	106	93	89	100	98	104	97	104
C=C1C[C@H]2[C@@H]3C=C(C)C4=CC(=O)CC[C@]4(C)[C@H]3CC[C@]2(C)[C@@]1(OC(C)=O)C(C)=O	103	117	102	.	98	101	109	98	100
C[C@@H]1CN[C@@H](C)CN1	101	93	105	103	94	94	103	103	108
Cc1ccc(S(=O)(=O)NCCNc2nccc(-c3c(-c4ccc(O)cc4)nc4sccn34)n2)cc1	99	.	.	100	96	113	126	100	79
C=CCSc1nc2ncnc(N)c2[nH]1	99	84	106	102	96	101	102	99	88
CC(C)OCCCn1c(=N)c(S(=O)(=O)c2ccccc2)cc2c(=O)n3ccccc3nc21	103	100	118	105	98	93	107	98	112
CC(C)(C)c1cc(C[P+](c2ccc(Cl)cc2)(c2ccc(Cl)cc2)c2ccc(Cl)cc2)cc(C(C)(C)C)c1O	99	87	107	89	99	98	80	41	57
CCOC(=O)c1c(SC)nn(-c2cc(=O)[nH]c3ccc(C)cc23)c1N	109	93	104	94	99	99	102	87	104
CCCCc1nc(Cl)c(C2CC(c3ccc(OC)cc3)=NN2c2cc(Cl)cc(Cl)c2)[nH]1 (stereo not drawn)	91	74	99	102	90	93	100	100	96
CCN(CC)CCNC(=O)c1cc2ccccc2cc1O	105	93	88	107	95	105	104	98	108
CNC(=O)n1c(N)nc(-c2ccccc2)c1-c1ccccc1	113	96	113	105	103	97	96	101	105
O=C(c1ccccc1)C(c1ccccc1)N1CCOCC1 (stereo not drawn)	104	100	102	99	99	100	103	102	99
C=C1C(=O)O[C@H]2[C@H]1CC/C(Cn1cc(-c3ccccc3C(F)(F)F)nn1)=C\CC[C@@]1(C)O[C@@H]21	-71*	35	-46*	37	-4.7*	53	-63*	-99*	-85*
CCOC(=O)c1cc2c(n(C)c1=O)-c1cnn(-c3ccc(OC)cc3)c1CC2	89	90	120	112	100	97	119	108	96
CN=C1Cn2c(nc3ccccc3c2=O)CN1C	103	94	107	109	111	101	108	145	109
COc1cc(C2=NNC3c4ccccc4N=C(C)N23)cc(OC)c1OC (stereo not drawn)	95	81	111	103	102	95	97	97	103
CCC/C=C/C=N/N1C(=S)N(Cc2ccccc2)[C@]23OC(N)=C(C#N)[C@]12C(=O)c1ccccc13	61	65	94	.	.	94	97	51	69
COc1cc(C#N)c(OC)c2c1OCO2	102	.	100	115	109	106	103	113	105
Clc1ccc(-n2cnc3c(Cl)ncnc32)cc1Cl	60	99	-75*	95	78	92	79	61	75
Cn1c(N)c(NC(=S)NC2CCCCC2)c(=O)n(C)c1=O	109	109	120	111	108	111	106	107	106
O=C(Nc1ccc(Cl)cc1)P(=O)(O)c1ccccc1	105	84	107	99	97	103	104	107	99
Cc1nc2ccccc2n1C(=O)/C=C/c1ccccc1	99	79	112	98	105	105	101	100	109

The final 3 entries of the section above are carried over, then new ones follow.
SMILES	HCT-15	SNB-75	HCC-2998	KM12	SF-268	SNB-19	SW-620	HCT-116	HT29
Cn1c(N)c(NC(=S)NC2CCCCC2)c(=O)n(C)c1=O	109	109	120	111	108	111	106	107	106
O=C(Nc1ccc(Cl)cc1)P(=O)(O)c1ccccc1	105	84	107	99	97	103	104	107	99
Cc1nc2ccccc2n1C(=O)/C=C/c1ccccc1	99	79	112	98	105	105	101	100	109
C1=CCc2c(cccc2OCCCCCCN2CCCCCC2)C1	36	59	77	59	74	74	68	48	19
CC(C)C(C)/C=C\C(C)C1CCC2C3=CC=C4CC(O)CCC4(C)C3CCC21C (stereo not drawn)	93	79	97	107	105	98	107	94	107
COc1ccc(CCNC2=CC(=O)CCC2)cc1OC	108	93	106	99	104	105	101	106	.
CCN(CC)c1ccc(C(=O)c2ccccc2)cc1	105	93	107	101	97	98	102	91	95
CC/C(Br)=C(\Br)Cn1cnc2c(Cl)ncnc21	87	.	78	90	83	95	69	71	57
Clc1cccc(Cl)c1C[N+]12CN3CN(CN(C3)C1)C2	100	95	107	104	110	104	98	85	97
COC(=O)/C(=C1/OC(=O)C(c2ccccc2)=C1O)c1ccccc1	144	86	96	113	115	109	107	102	113
CS(=O)(=O)Nc1cncc(-c2ccc3ncnc(Nc4ccc(Oc5ccncc5)cc4)c3c2)c1	97	46	98	91	59	74	56	46	75
Cn1c([N+](=O)[O-])cnc1/C=C1\Oc2cc(Cl)ccc2C1=O	3.6*	66	4.4*	1.6*	-37*	16	-47*	3.2*	-25*

A second format for some results above.
SMILES,HCT-15,SNB-75,HCC-2998,KM12,SF-268,SNB-19,SW-620,HCT-116,HT29
CS(=O)(=O)Nc1cncc(-c2ccc3ncnc(Nc4ccc(Oc5ccncc5)cc4)c3c2)c1,97,46,98,91,59,74,56,46,75
COc1ccc(CCNC2=CC(=O)CCC2)cc1OC,108,93,106,99,104,105,101,106,.

Given as labelled records: part of the list above
CS(=O)(=O)Nc1cncc(-c2ccc3ncnc(Nc4ccc(Oc5ccncc5)cc4)c3c2)c1
  HCT-15: 97; SNB-75: 46; HCC-2998: 98; KM12: 91; SF-268: 59; SNB-19: 74; SW-620: 56; HCT-116: 46; HT29: 75

CCN(CC)c1ccc(C(=O)c2ccccc2)cc1
  HCT-15: 105; SNB-75: 93; HCC-2998: 107; KM12: 101; SF-268: 97; SNB-19: 98; SW-620: 102; HCT-116: 91; HT29: 95

Compounds were not picked by outcome. Share with any hit: about 11%.
